# WT yeast gro inh – growth inhibition of WT yeast, mitochondrial fusion screen; mitochondrial fusion phenotypic screen, WT strain; actives 2.1% (n = 190,000); inhibition, % at 10 µM; in the data active = inhibition above about 58%; tested in S. cerevisiae
# Myeloid diff 2 – myeloid differentiation induction. ER-HoxA9 myeloid progenitors, lysozyme-GFP differentiation, flow cytometry. calls only at 10 µM. actives 1% (n = 360,000);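 active = normalized GFP-positive differentiation at or above the plate's own cutoff, the solvent-only control mean plus 3 SD; inconclusive = no clear call, values can overlap the other calls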;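 also: cells exposed to compound for four days before flow analysis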
# human PMI inhibitors – MPI inhibition at elevated mannose 6-phosphate – biochemical, fluorescence intensity, high mannose 6-phosphate, primary screen (AID 1220); recombinant PMI enzyme, coupled fluorescence intensity; higher % means a stronger effect; one-dose inhibition, % at 20 µM; IC50 in µM for titrated hits; actives 0.66% (n = 190,000)
# ER stress rescue – rescue of cells from ER stress-induced death, primary screen, 384-well, CSM14.1, thapsigargin, ATP luminescence (AID 1222). CSM14.1 thapsigargin-induced death rescue, ATP luminescence; higher % means a stronger effect. one-dose cellular ATP content (survival), % at 20 µM; EC50 in µM for titrated hits. 190,000 tested, under 10 active;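 active = EC50 below 50 µM in the dose-response confirmation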;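 also: death triggered by thapsigargin at about 15 µM added after 2 h compound pretreatment; cell ATP read after overnight thapsigargin exposure of roughly 18 to 22 hours; normalized against plate controls of thapsigargin alone and 5% DMSO vehicle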
# UTI89 phage lysis – protection from phage-mediated lysis, alamar blue read-out – E. coli UTI89, K1F phage, bacterial capsule biogenesis inhibitors (AID 488966); inhibition, % at 100 µM, or IC50 in µM where a hit was titrated; actives 0.02% (n = 340,000); E. coli UTI89 K1F phage lysis, alamar blue, 2 h; higher % means a stronger effect;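 active = phage lysis inhibition, versus mean bacterial control, above a set limit; inconclusive = no clear call, values can overlap the other calls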;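 also: capsule biogenesis inhibitors block K1F phage lysis so surviving cells raise fluorescence; higher fluorescence means more inhibition of phage lysis; actives were called in the ten point dose series up to 300 µM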
# TNAP activation fold – stimulation of alkaline phosphatase TNAP activity – biochemical, luminescent, no phosphate acceptor, uHTS, primary screen (AID 1001). purified TNAP, luminescent activation assay, no phosphate acceptor; higher activation fold means a stronger effect. one-dose activation fold at 20 µM; EC50 in µM for titrated hits. actives 0.03% (n = 200,000); in the data active = activation fold from about 3, or a potency from the dose series; inactive = the rest, 99 in 100 with activation fold below about 1.6; also: many of its hits are not listed in these tables
# human PMI inhibition – MPI enzyme activity inhibition – biochemical, fluorescence intensity, coupled assay, primary screen (AID 1209); purified PMI enzyme, coupled fluorescence intensity; higher % means a stronger effect; inhibition, % at 20 µM, or IC50 in µM where a hit was titrated; actives 0.42% (n = 190,000);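 also: plate controls were DMSO vehicle for no effect and wells lacking substrate for full effect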
# M1AAP inhibition – malaria alanyl aminopeptidase activity blockers – biochemical, fluorogenic H-Leu-NHMec substrate, 1536-well (AID 1445); recombinant M1AAP, H-Leu-NHMec fluorogenic kinetic assay; higher % means a stronger effect; inhibition, % at 30 µM; hits with a dose series show IC50 in µM; actives 0.42% (n = 220,000);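 active = primary inhibition above the hit cutoff, then over 50% inhibition at one or more dose response concentrations, cut at about 23% in these data, passing the limit was not always enough; inconclusive = conflicting primary data, or primary hits not chosen for dose response; inactive = low primary inhibition, or under 50% at every dose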;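 also: plate controls were DMSO full reaction for no effect and no enzyme background for full effect; strong numbers were not always called active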
# Hep lipid drop – hepatic lipid droplet formation modulation | AML12 mouse hepatocytes, oleate lipid droplets, BODIPY imaging | inhibition, % at 6.5 µM | actives 0.4% (n = 240,000);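 active = lipid droplet intensity inhibited by at least 50%, with more than 500 cells counted; inconclusive = wells with under 300 cells, treated as cytotoxic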
#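 Technique: fluorescence imaging, 20x objective, two fields per well / Assay system: AML12 hepatocytes (mouse) / Measure: % inhibition of lipid droplet signal / Doses: 6.5 µM single-point dosing / Incubation: overnight exposure / Reagent: 100 µM oleic acid challenge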
# WT yeast gro inh mutant strain – also measured in WT yeast gro inh; calls as there; inhibition, %; mitochondrial fusion phenotypic screen, mutant strain inhibition
# Hep lipid drop cells 6.5 µM – also measured in Hep lipid drop; calls as there; cell count; measured here: cell count, cytotoxicity flag;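 cells counted across two imaged fields per well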
# Myeloid diff 2 GFP+ MAC1+ % – also measured in Myeloid diff 2; calls as there; GFP+ MAC1+ double positive, %; measured here: differentiation confirmed by MAC1 staining
# Active calls of the source: *; i = inactive; ? = inconclusive; . = no result given; [ ] = remark or other dose. Rule as the data show it, unless noted: active = inhibition above about 50%; inactive = the rest.
SMILES,WT yeast gro inh,WT yeast gro inh mutant strain,Myeloid diff 2,Myeloid diff 2 GFP+ MAC1+ %,human PMI inhibitors,ER stress rescue,UTI89 phage lysis,TNAP activation fold,human PMI inhibition,M1AAP inhibition,Hep lipid drop,Hep lipid drop cells 6.5 µM
COc1ccc(N2CCN(C(=O)c3ccc(Cn4c(=S)[nH]c5ccc(N6CCOCC6)cc5c4=O)cc3)CC2)cc1,8,10,i,0.7,30%,3.7%,0.5%,1.2,7%,6%,-8,691
CN(C)c1ccc(NC(=O)N2CCOCC2)cc1,1,-9,i,0.3,64%*,-2.7%,-0.8%,1,34%,4%,30,747
CCOc1ccc(C2C(C(=O)OC)=C(C)N=C3SCCC(=O)N32)cc1OCC (stereo unspecified),5,10,i,1.1,0%,-1.7%,0.9%,0.9,-4%,3%,.,.
C=CCn1c(SCC(=O)NCCC2=CCCCC2)nc2ccc(Cl)cc2c1=O,20,22,i,2.2,2%,-1.5%,1.3%,1,-8%,2%,.,.
COc1ccc(NC(=O)c2cc(S(=O)(=O)Nc3ccc(OC)cc3)cs2)cc1,.,.,i,0.4,.,.,-2.0%[50 µM],.,.,-1%,-10,698
COc1ccc(-c2csc(-c3ccc(O)cc3)n2)cc1,.,.,?,.,.,.,0.2%,.,.,3%,-5,779
COc1ccc(N(CC(=O)Nc2ccc3c(c2)OCO3)S(=O)(=O)c2ccccc2)cc1,12,4,i,0.5,22%,0.0%,-0.4%,1.2,20%,-2%,4,748
Cc1ccc(-c2cc(-c3ccccc3C)[nH]n2)c(O)c1,65*,53*,i,0.8,0%,-4.3%,0.2%,1.1,7%,-1%,3,712
COc1cccc(-c2nnc(NC(=O)c3ccc(Cl)s3)o2)c1,62,67,i,5.6,-38%,-0.3%,0.0%,1.3,-28%,-17%,0,781
O=C(c1ccccc1)N1CCN(c2n[nH]c(=O)[nH]c2=O)CC1,-7,2,i,0.5,-14%,-1.0%,0.2%,1,-22%,8%,-3,705
Cc1cc(C)c(C(=O)Nc2ccc(S(=O)(=O)Nc3onc(C)c3C)cc2)c(C)c1,13,2,i,1.1,8%,.,1.8%,1.1,8%,8%,8,660
Cc1[nH]c2ccccc2c1C(C[N+](=O)[O-])c1cccc(O)c1 (stereo unspecified),14,13,i,0.7,-1%,-1.5%,0.4%,1.1,-3%,-4%,-27,646
O=C(NCc1ccc2c(c1)OCO2)C1CCN(Cc2cnn(-c3ccccc3)c2-n2cccc2)CC1,2,14,i,0.8,0%,-0.7%,-0.1%,1.5,14%,5%,8,748
COc1ccc(/C=C2\Oc3cc(OC(=O)N4CCOCC4)ccc3C2=O)cc1,.,.,i,0.7,.,.,-1.0%,.,.,12%,4,694
C/C(=N\NC(=O)c1cc(-c2cccc([N+](=O)[O-])c2)n[nH]1)c1ccccc1O,4,3,i,0.3,-10%,0.9%,0.8%,2.9,-2%,18%,0,753
CN1CCN(C(=O)C23CC4CC(C)(CC(C)(C4)C2)C3)CC1,.,.,i,0.4,.,.,1.7%,.,.,1%,0,714
COc1cc(/C=N\NC(=O)c2ccc(C)nc2)ccc1OC(=O)c1ccc2c(c1)OCO2,14,1,i,0.6,-12%,-1.2%,0.1%,1,-17%,6%,-13,711
O=S(=O)(c1ccc(Cl)cc1)N1CCNCC1,4,16,i,0.3,3%,-1.1%,0.3%,1.1,-2%,-6%,-5,662
O=C(CC(c1ccccc1)c1ccccc1)Nc1ccncc1,.,.,i,0.9,.,.,0.4%[50 µM],.,.,1%,-23,594
COc1ccc(-n2c(SCC#N)nnc2-c2ccc(NS(=O)(=O)c3ccc(C)cc3)cc2)cc1,10,0,i,0.0,11%,3.4%,0.3%,1,4%,0%,.,.
CCCCCCC(=O)Nc1nc(C)c(-c2csc(Nc3cc(OC)ccc3OC)n2)s1,11,19,i,0.2,-13%,-0.6%,-0.4%,1,-11%,5%,.,.
COC(=O)c1ccsc1NC(=O)CSc1nnnn1-c1ccccc1SC,21,19,i,2.6,20%,-1.9%,1.5%,1.1,22%,4%,-12,670
Cc1ccc(/C=C2\S/C(=N/S(=O)(=O)c3cccs3)NC2=O)cc1,.,.,i,0.3,.,.,-0.2%,.,.,33µM*,0,720
Cc1ccc(NC(=O)CN2C(=O)CSC2=O)cc1,-5,14,i,0.9,8%,2.5%,0.4%,1,0%,0%,9,718
COc1ccc2oc(=O)c(C(=O)N3CCN(c4ccccc4)CC3)cc2c1,52,37,i,0.9,12%,-0.9%,-0.2%,1,5%,4%,.,.
COCCCNC(=S)N1CCN(c2ccccc2)CC1,-7,-7,i,0.2,-10%,0.1%,1.3%,1.1,-7%,5%,28,677
COCC1CCCCN1Cc1cn[nH]c1-c1ccc2cc(OC)ccc2c1 (stereo unspecified),2,-5,i,0.1,14%,-1.0%,0.2%,1,10%,0%,-18,749
O=C(O)c1cccc(COCC(F)(F)C(F)F)c1,-6,-11,i,5.8,-6%,-0.3%,4.1%,1.1,0%,1%,13,793
CC1(C)Cc2nc3sc(C(=O)NCCCO)c(N)c3cc2CO1,.,.,i,0.7,.,.,0.3%,.,.,6%,18,784
Cc1cc2ccccc2n1CCNC(=O)Cc1cccc2ccccc12,-2,-5,i,3.6,2%,-1.6%,-0.9%,0.9,6%,3%,-2,522
N#CCCn1c(SCC(=O)N2CCN(S(=O)(=O)c3ccccc3)CC2)nc2ccccc21,0,12,i,1.6,-4%,3.3%,1.0%,1.2,-6%,8%,.,.
Cc1oc(-c2cccs2)nc1CN1CCN(CCC(C)C)C(CCO)C1 (stereo unspecified),4,1,i,0.3,.,-1.6%,-0.2%,1.2,.,0%,14,705
Cc1cc(C)cc(N2CN=c3s/c(=C\c4ccco4)c(=O)n3C2)c1,-13,-14,i,0.1,27%,4.9%,3.0%[50 µM],1.1,13%,14%,8,665
CC(C)(CN1CCN(c2ccccc2)CC1)NS(=O)(=O)c1ccccc1,.,.,i,0.4,.,.,0.3%,.,.,0%,16,718
Cc1ccccc1CSc1ncnc2ccccc12,33,27,i,0.5,4%,0.8%,0.2%,1,10%,1%,16,704
CCc1nc2sc3c(c2c(=O)n1NC(=O)CCl)CCCC3,-7,-67,i,0.5,-8%,-0.7%,-0.1%,1.1,-6%,9%,-3,770
O=C(NNC(=O)c1cccnc1)Nc1ccc([N+](=O)[O-])cc1,25,7,i,0.2,1%,-1.7%,1.9%[50 µM],1.1,13%,9%,7,659
CS(=O)(=O)N(CC(=O)Nc1ccc2c(c1)OCO2)Cc1ccccc1,1,-40,i,1.6,10%,-2.1%,2.8%,1.1,8%,15%,54*,705*
O=C(c1c[nH]c(C(=O)N2CCN(Cc3ccccc3)CC2)c1)C1CCCCC1,16,8,i,1.0,15%,-0.6%,0.4%,1.1,17%,-1%,-9,653
O=C(Nc1ccc2c(c1)OCCO2)NC1(C(F)(F)F)Oc2ccccc2O1,-8,12,i,1.4,48%,-1.5%,0.0%,1.1,39%,4%,.,.
Cc1ccc(CNCCNCCO)s1,5,6,i,0.3,3%,1.4%,-0.5%,1.1,-6%,2%,-2,641
COc1ccc(OC)c(N(CC(N)=O)S(=O)(=O)c2ccc(OC)c(OC)c2)c1,12,20,i,1.2,-5%,-0.1%,7.1%,1.1,-2%,3%,-19,731
CC1=CCC(C(=O)O)(C(=O)N/N=C/c2cccs2)C(c2ccc([N+](=O)[O-])cc2)C1 (stereo unspecified),70*,60*,i,3.1,-3%,1.0%,-2.2%,1.1,4%,1%,5,681
COCCCNC(=O)C1CCCCN1S(=O)(=O)c1ccc(F)cc1 (stereo unspecified),-8,-4,i,5.5,0%,-2.0%,0.2%,1.1,3%,31%,.,.
O=C(Cc1ccc(Cl)cc1)Nc1ccc(-c2cc3ccccc3oc2=O)c(Cl)c1,28,-3,?,.,4%,1.9%,0.0%,1.2,16%,7%,-14,368
Cc1ccc(/C=N/n2cnc3sc4c(c3c2=O)CCCC4)o1,3,-2,i,4.9,12%,-1.7%,-0.3%[50 µM],1.1,2%,0%,.,.
Oc1c(N=NC(=S)Nc2ccccc2F)c2ccccc2n1Cc1cccc(Cl)c1,-17,8,i,0.8,7%,-1.1%,0.0%,0.8,9%,11%,15,702
Cc1cc(C)nc(NNC(=O)NC2CCCCC2)n1,-10,-8,i,0.3,-3%,-0.8%,0.3%,1.1,-4%,3%,9,701
Cc1nn(-c2ccccc2)c(C)c1NC(=O)COc1ccc(C#N)cc1,-14,0,i,0.3,-10%,1.7%,4.1%,1.1,-2%,11%,-9,759
O=C(NNC(=O)C1CCN(c2ncccn2)CC1)c1ccccc1,-11,-13,i,0.3,-7%,-0.8%,-1.6%,1.2,-2%,-4%,19,632
CCN(Cc1cnn(C)c1)C(=O)c1ccc(OC2CCN(S(=O)(=O)N(C)C)CC2)cc1,-9,-5,i,0.6,-10%,2.0%,0.2%,1.1,-8%,4%,1,732
CC(=O)c1cc(C)ccc1OC(=O)c1cccc2nc(C)oc12,7,7,i,0.6,6%,.,0.9%,1.1,4%,3%,-5,636

# Ordered by molar mass (smallest number first): six of the compounds above
SMILES,WT yeast gro inh,WT yeast gro inh mutant strain,Myeloid diff 2,Myeloid diff 2 GFP+ MAC1+ %,human PMI inhibitors,ER stress rescue,UTI89 phage lysis,TNAP activation fold,human PMI inhibition,M1AAP inhibition,Hep lipid drop,Hep lipid drop cells 6.5 µM
Cc1ccc(CNCCNCCO)s1,5,6,i,0.3,3%,1.4%,-0.5%,1.1,-6%,2%,-2,641
Cc1nn(-c2ccccc2)c(C)c1NC(=O)COc1ccc(C#N)cc1,-14,0,i,0.3,-10%,1.7%,4.1%,1.1,-2%,11%,-9,759
COc1ccc(OC)c(N(CC(N)=O)S(=O)(=O)c2ccc(OC)c(OC)c2)c1,12,20,i,1.2,-5%,-0.1%,7.1%,1.1,-2%,3%,-19,731
CC1=CCC(C(=O)O)(C(=O)N/N=C/c2cccs2)C(c2ccc([N+](=O)[O-])cc2)C1 (stereo unspecified),70*,60*,i,3.1,-3%,1.0%,-2.2%,1.1,4%,1%,5,681
O=C(Cc1ccc(Cl)cc1)Nc1ccc(-c2cc3ccccc3oc2=O)c(Cl)c1,28,-3,?,.,4%,1.9%,0.0%,1.2,16%,7%,-14,368
Oc1c(N=NC(=S)Nc2ccccc2F)c2ccccc2n1Cc1cccc(Cl)c1,-17,8,i,0.8,7%,-1.1%,0.0%,0.8,9%,11%,15,702

# Source: PubChem
